Screening data deposited in PubChem BioAssay by Sanford-Burnham Center for Chemical Genomics.
PfG6PD inh = PfG6PD enzyme inhibitors, primary screen, biochemical, fluorescence intensity, uHTS | PfGluPho enzyme, NADPH resazurin-diaphorase fluorescence | inhibition, % at 20 µM | actives 0.78% (n = 350,000) | AID 504690, 2011;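 active = inhibition reaching at least a set limit at 20 µM in the primary screen, cut at about 59% in these data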;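 note: 0% = DMSO wells with substrate and 100% = DMSO wells lacking glucose-6-phosphate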
mIAP block = inhibitors of mouse IAP, primary screen, biochemical, luminescence, uHTS; intestinal alkaline phosphatase [Mus musculus]; purified mouse IAP, CDP-Star luminescence, 30 min; inhibition, % at 10 µM; actives 0.2% (n = 330,000);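 active = inhibition of at least 40% at 10 µM in the primary screen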;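 note: plate controls were DMSO with enzyme for no effect and no enzyme wells for full effect; values of inactives mirror those of a sister screen read the other way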
HKDC1 inhibitor = HKDC1 hexokinase inhibitors, primary screen, biochemical, fluorescence, uHTS; recombinant HKDC1, G6PDH/diaphorase resazurin coupled fluorescence; inhibition, % at 20 µM; actives 0.16% (n = 340,000);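 active = inhibition above about 35% when tested at 20 µM, limit read from the data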;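 note: plate controls were DMSO wells with enzyme for no effect and DMSO wells lacking enzyme for full effect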
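Test system: recombinant HKDC1 (HK5) hexokinase enzyme, produced in-house / Doses: 20 µM test compound, 1% DMSO / Timing: 90 min, room temperature / Detection: G6PDH/diaphorase-coupled fluorescence, 1 mM NADP, 100 µM resazurin, 525/613 nm / Control set: DMSO wells with and without enzyme mix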
hIAP inh = human IAP inhibitors, primary screen, biochemical, luminescence, uHTS; Intestinal-type alkaline phosphatase (Homo sapiens), P09923; inhibition, % at 10 µM; actives 0.12% (n = 330,000); purified IAP, CDP-Star luminescence, 30 min;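 active = inhibition reaching a set limit with compound at 10 µM in the primary screen, cut at about 35% in these data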;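 note: plate controls were DMSO wells with enzyme for no effect and no-enzyme buffer wells for full effect; values of inactives mirror those of a sister screen read the other way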
Target sequence (P09923 whole entry, looked up): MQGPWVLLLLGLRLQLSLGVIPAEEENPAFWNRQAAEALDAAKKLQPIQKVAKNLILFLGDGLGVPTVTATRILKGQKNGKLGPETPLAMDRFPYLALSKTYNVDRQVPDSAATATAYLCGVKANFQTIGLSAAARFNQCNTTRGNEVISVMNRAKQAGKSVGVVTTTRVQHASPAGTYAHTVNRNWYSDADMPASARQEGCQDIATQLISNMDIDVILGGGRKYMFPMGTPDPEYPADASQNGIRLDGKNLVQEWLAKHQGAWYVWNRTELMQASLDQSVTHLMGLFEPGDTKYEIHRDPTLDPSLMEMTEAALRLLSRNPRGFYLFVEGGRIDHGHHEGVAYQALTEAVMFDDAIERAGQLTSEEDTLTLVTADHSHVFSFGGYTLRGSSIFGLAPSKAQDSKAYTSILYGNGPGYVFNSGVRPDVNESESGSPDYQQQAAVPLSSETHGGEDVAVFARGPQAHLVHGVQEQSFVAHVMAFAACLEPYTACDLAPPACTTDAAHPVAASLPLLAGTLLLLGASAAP
ATG4B inhibitor = ATG4B protease inhibitors, primary screen, biochemical, fluorescence, uHTS; Cysteine protease ATG4B (Homo sapiens), Q9Y4P1; ATG4B cleavage of LC3-PLA2, NBD-HPC fluorescence, 1 h; inhibition, % at 8.33 µM; actives 0.51% (n = 340,000); AID 504462, 2011; in the data active = inhibition above about 40%
Target sequence (Q9Y4P1 whole entry, looked up): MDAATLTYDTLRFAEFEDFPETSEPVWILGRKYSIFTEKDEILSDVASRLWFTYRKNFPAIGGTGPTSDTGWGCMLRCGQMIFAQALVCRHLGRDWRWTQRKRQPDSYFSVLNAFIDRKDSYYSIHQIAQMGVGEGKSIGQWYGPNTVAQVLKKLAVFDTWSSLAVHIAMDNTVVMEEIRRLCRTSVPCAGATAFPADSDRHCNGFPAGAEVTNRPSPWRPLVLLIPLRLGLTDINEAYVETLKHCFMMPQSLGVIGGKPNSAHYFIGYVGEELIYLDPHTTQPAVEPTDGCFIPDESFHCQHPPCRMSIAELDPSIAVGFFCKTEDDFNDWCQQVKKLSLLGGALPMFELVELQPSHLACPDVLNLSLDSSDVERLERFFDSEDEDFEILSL
mIAP activ = activators of mouse IAP, primary screen, biochemical, luminescence, uHTS. intestinal alkaline phosphatase [Mus musculus]. muIAP, CDP-Star luminescence, 30 min; active compounds read high; 1 = vehicle-only enzyme signal, 0 = enzyme-free wells. activation factor at 10 µM. actives 0.24% (n = 330,000). AID 2805, 2010;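 active = activation factor of at least 2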; note: the source names both 10 and 20 µM as test concentration; values of inactives mirror those of a sister screen read the other way
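also added = chemiluminescent substrate CDP-Star | test system = mouse IAP enzyme | signal = chemiluminescence readout | compound = DMSO-dissolved test compounds | incubation = 30 min at room temperature | benchmarks = DMSO wells, no-enzyme wells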
APOBEC3A inh = APOBEC3A ssDNA deaminase inhibitors, primary screen, selectivity assay for APOBEC3G inhibitor project, biochemical, FAM/TAMRA oligo cleavage fluorescence; recombinant A3A, FAM/TAMRA ssDNA deamination fluorescence; inhibition, % at 20 µM; AID 493011, 2011; DNA dC->dU-editing enzyme APOBEC-3A (Homo sapiens), P31941; actives 0.41% (n = 330,000);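 active = at least 40% inhibition at 20 µM here, with at most 30% in a related deaminase screen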;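 note: plate controls were A3A with DMSO for no effect and wells lacking A3A enzyme for full effect; some results filed as inactive read as strong as hits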
hIAP act = human IAP activators, primary screen, biochemical, luminescence, uHTS; Intestinal-type alkaline phosphatase (Homo sapiens), P09923; purified human IAP, CDP-Star luminescence, 30 min; active compounds read high; 1 = vehicle-only enzyme, 0 = enzyme-free background; activation factor at 10 µM; actives 0.16% (n = 330,000); AID 2524, 2010;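 active = activation factor of the enzyme at least 2-fold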; note: the source names both 10 and 20 µM as test concentration; values of inactives mirror those of a sister screen read the other way
* hit, by the source's call; / = not tested or not shown.

SMILES	PfG6PD inh	mIAP block	HKDC1 inhibitor	hIAP inh	ATG4B inhibitor	mIAP activ	APOBEC3A inh	hIAP act
CCCCSc1nc2[nH]ncc2c(=O)[nH]1	-7	2	-8	19	9	0.98	2	0.81
CSc1ccccc1NC(=O)Nc1cccc(Cl)c1	29	-113	-3	9	25	2.1*	0	0.91
CCOc1ccccc1NC(=O)CCC(=O)Nc1ccccc1OCC	-6	-12	-3	-4	-15	1.1	0	1
CCSc1nsc(NC(=O)Nc2ccc(F)cc2F)n1	-10	2	7	4	6	0.98	2	0.96
Cc1cc(C)nc(NN2C(=O)/C(=C/c3ccc(O)cc3)SC2=S)n1	4	31	9	0	1	0.69	15	1
N#Cc1ccc(Nc2nc(-c3ccc(O)cc3O)cs2)cc1C(F)(F)F	40	21	2	-23	41*	0.79	-3	1.2
CN(C)S(=O)(=O)N1CCN(S(=O)(=O)N2CCOCC2)CC1	-4	2	-8	-11	-6	0.98	-2	1.1
Cc1ccc(C(=O)NC(C)c2ccc(-n3ccnc3)cc2)cc1 (stereo not given)	-1	-4	3	-20	2	1	-1	1.2
CC1(C)C(=O)Nc2ccccc2N1C(=O)COC(=O)CNS(=O)(=O)c1ccc(F)c(F)c1F	-11	-2	4	-4	-3	1	-1	1
COc1ccc(-n2c(SCC(=O)NCC3CCCO3)nc3c(c2=O)SCC3)cc1OC (stereo not given)	4	-8	0	-2	-9	1.1	-1	1
COC(=O)C1(S(=O)(=O)C2(C(=O)OC)CCCC2)CCCC1	-6	5	0	9	-3	0.95	2	0.91
O=C(N/N=C/C1CCCCC1)c1cc(Cl)ccc1O	-26	14	2	1	-1	0.86	-8	0.99
O=C(c1ccc2c(=O)n(C3CCCC3)c(=S)[nH]c2c1)N1CCCCCC1	-16	6	1	-11	62*	0.94	2	1.1
CN(CCc1cn[nH]c1)C(=O)CC1C(=O)NCCN1Cc1ccccc1C(F)(F)F (stereo not given)	28	5	-4	3	14	0.95	-3	0.97
CCOc1ccc(C(C)=O)cc1COc1cccnc1[N+](=O)[O-]	-6	5	0	15	-2	0.95	-1	0.85
CC(C)c1ccccc1-n1cc[nH]c1=S	43	-12	-6	-38	-19	1.1	-4	1.4
COc1ccc(-c2csc3ncnc(N4CCN(S(=O)(=O)c5cccc(C(F)(F)F)c5)CC4)c23)cc1	20	0	1	0	-17	0.99	-2	0.99
O=C(CSC1=NCCS1)Nc1cccc(F)c1	11	1	9	2	12	0.99	-3	0.98
COc1ccccc1Nc1nnc(Cc2ccccc2)c(=O)[nH]1	-6	-9	-4	0	-4	1.1	2	1
COc1ccc(NC(=O)COC(C)=O)cc1Cl	8	-1	4	-9	-10	1	18	1.1
COc1ccc(C(=O)Nc2ccccc2C(=O)N(Cc2ccco2)C(C(N)=O)C(C)C)cc1 (stereo not given)	-10	-13	6	-18	4	1.1	0	1.2
N#Cc1ccc(CSc2ncccn2)cc1	-15	-4	0	6	-1	1	-3	0.94
COc1ccc(CNC(=S)Nc2ccc3nc(N4CCN(C)CC4)cc(C)c3c2)cc1	0	-38	0	-11	-15	1.4	3	1.1
Cc1ccccc1C(=O)N1CCC(C(=O)Nc2sccc2C(N)=O)CC1	10	-4	-1	6	-4	1	-2	0.94
CC(=O)OCCCNc1cc(Sc2ccc(C)cc2)c2nonc2c1[N+](=O)[O-]	17	8	3	21	5	0.92	-2	0.79

Arranged by number of heavy atoms (descending): part of the list above.
SMILES	PfG6PD inh	mIAP block	HKDC1 inhibitor	hIAP inh	ATG4B inhibitor	mIAP activ	APOBEC3A inh	hIAP act
O=C(N/N=C/C1CCCCC1)c1cc(Cl)ccc1O	-26	14	2	1	-1	0.86	-8	0.99
O=C(CSC1=NCCS1)Nc1cccc(F)c1	11	1	9	2	12	0.99	-3	0.98
CC(C)c1ccccc1-n1cc[nH]c1=S	43	-12	-6	-38	-19	1.1	-4	1.4

Additional entries follow.
SMILES	PfG6PD inh	mIAP block	HKDC1 inhibitor	hIAP inh	ATG4B inhibitor	mIAP activ	APOBEC3A inh	hIAP act
Cn1c(CNC(=O)c2ccc(Cl)cc2)nnc1SCC(=O)NC1CCCC1	-10	9	0	5	-8	0.91	-2	0.95
COc1ccc(/C=C(/C#N)C(=O)NC2CCCCC2)cc1Br	1	8	7	14	-4	0.92	2	0.86
CS(=O)(=O)N1N=C(c2cccs2)CC1c1ccco1 (stereo not given)	9	10	-3	26	10	0.9	2	0.74
Cc1cc(NC(=O)CSCC(=O)N(C)Cc2cccc(Cl)c2)no1	5	1	-7	-22	-7	0.99	-1	1.2
C=C(C)CNc1cc(S(=O)(=O)N2CCOCC2)ccc1Oc1ccccc1	41	-14	-1	-14	1	1.1	-2	1.1
Cc1cccc(NS(=O)(=O)c2ccc(C(=O)N3CCCC3)cc2)c1C	-95	-5	-8	-13	-9	1.1	-3	1.1
CN(c1ccccc1C(=O)Nc1ccccc1C(=O)NCc1ccco1)S(C)(=O)=O	14	8	7	1	0	0.92	-1	0.99
Fc1ccc(N2CCN(Cc3ccccn3)CC2)cc1	-2	-10	-8	16	1	1.1	-4	0.84
Cc1ccc(CNC(=O)Cn2cnc(S(=O)(=O)N3CCCCC3)c2)o1	1	1	-6	13	1	0.99	-3	0.87
O=C(CN(C1CCCCC1)S(=O)(=O)c1ccc(Cl)cc1)NCCCO	1	2	-3	5	-4	0.98	0	0.95
Cc1noc(C)c1NC(=O)Nc1cccc2c1O[C@H](CN(C)S(=O)(=O)c1c(C)noc1C)[C@@H](C)CN([C@H](C)CO)C2=O	-8	0	-5	-7	0	1	0	1.1
Nc1cccc(C(=O)Nc2ccccc2Cl)c1	2	12	-6	16	-4	0.88	-5	0.84
CC1CCCC(NC(=O)C2CCC(CNc3c(N4CCCC4)c(=O)c3=O)CC2)C1C (stereo not given)	-10	-4	-4	7	-4	1	2	0.93
Cc1ccc(CN2CCc3[nH]c(=O)[nH]c(=O)c3C2)cc1	1	-8	-3	12	-3	1.1	-5	0.89
Cc1cc(C)n(C(=O)c2sc3cc(F)ccc3c2Cl)n1	/	4	/	-3	/	0.96	1	1
CCOC(=O)C(=CNc1cc(C)ccn1)C(=O)OCC	9	-3	-6	1	0	1	1	0.99
CCOC(=O)c1c(C)n(OCc2ccccc2)c2ccc3nonc3c12	-4	1	9	5	-6	0.99	0	0.95
CCOc1ccc(N(CC(=O)Nc2ccccc2OC)S(C)(=O)=O)cc1	7	-1	-5	-1	-2	1	-1	1
CCn1c(SCC(=O)Nc2oc(C)c3c(C)n[nH]c(=O)c23)nc2sc(C)c(C)c2c1=O	-5	11	-8	-15	12	0.89	-4	1.2
CCn1c(SCC(=O)NNC(=O)Cc2ccccc2)nnc1-c1ccccc1	6	4	-6	-49	1	0.96	-1	1.5
CN(C(=O)c1ccc(NC(=O)Cc2cccc(NC(=O)C3CCCN(C(=O)C4CC4)C3)c2)cc1)C1CCCC1 (stereo not given)	2	-17	-2	3	-8	1.2	4	0.97
CCS(=O)(=O)c1nc(S(=O)(=O)c2ccc(C)cc2)c(N2CCCC2)s1	-6	-8	-2	-12	-3	1.1	-5	1.1
CCOCCn1c(=O)c2c(nc3n2CCCN3Cc2ccccc2)n(C)c1=O	-6	4	-4	-10	-3	0.96	-3	1.1
Cc1cc(NC(=O)c2c(Cl)cccc2Cl)no1	3	-5	-5	4	0	1.1	-2	0.95
O=C(NCc1ccccn1)c1ccc(N2CCCC2=O)cc1	-10	12	-6	-15	6	0.88	1	1.1

Already shown: entries from further up.
SMILES	PfG6PD inh	mIAP block	HKDC1 inhibitor	hIAP inh	ATG4B inhibitor	mIAP activ	APOBEC3A inh	hIAP act
Cc1ccc(CN2CCc3[nH]c(=O)[nH]c(=O)c3C2)cc1	1	-8	-3	12	-3	1.1	-5	0.89
Cc1cc(C)n(C(=O)c2sc3cc(F)ccc3c2Cl)n1	/	4	/	-3	/	0.96	1	1
CCOC(=O)C(=CNc1cc(C)ccn1)C(=O)OCC	9	-3	-6	1	0	1	1	0.99
CCOC(=O)c1c(C)n(OCc2ccccc2)c2ccc3nonc3c12	-4	1	9	5	-6	0.99	0	0.95
CCOc1ccc(N(CC(=O)Nc2ccccc2OC)S(C)(=O)=O)cc1	7	-1	-5	-1	-2	1	-1	1
CCn1c(SCC(=O)Nc2oc(C)c3c(C)n[nH]c(=O)c23)nc2sc(C)c(C)c2c1=O	-5	11	-8	-15	12	0.89	-4	1.2
CCn1c(SCC(=O)NNC(=O)Cc2ccccc2)nnc1-c1ccccc1	6	4	-6	-49	1	0.96	-1	1.5
CN(C(=O)c1ccc(NC(=O)Cc2cccc(NC(=O)C3CCCN(C(=O)C4CC4)C3)c2)cc1)C1CCCC1 (stereo not given)	2	-17	-2	3	-8	1.2	4	0.97
CCS(=O)(=O)c1nc(S(=O)(=O)c2ccc(C)cc2)c(N2CCCC2)s1	-6	-8	-2	-12	-3	1.1	-5	1.1
CCOCCn1c(=O)c2c(nc3n2CCCN3Cc2ccccc2)n(C)c1=O	-6	4	-4	-10	-3	0.96	-3	1.1
Cc1cc(NC(=O)c2c(Cl)cccc2Cl)no1	3	-5	-5	4	0	1.1	-2	0.95
O=C(NCc1ccccn1)c1ccc(N2CCCC2=O)cc1	-10	12	-6	-15	6	0.88	1	1.1

Further results
SMILES	PfG6PD inh	mIAP block	HKDC1 inhibitor	hIAP inh	ATG4B inhibitor	mIAP activ	APOBEC3A inh	hIAP act
CC1CCN(C(=O)CSc2nc(=O)n3cc(Cl)ccc3n2)CC1	1	10	-1	-15	1	0.9	-4	1.1
CSc1nc(=S)n(-c2ccc([N+](=O)[O-])cc2)c(C)c1C(C)=O	11	1	-3	-17	-1	0.99	-8	1.2
Cc1ccccc1NC(=O)COc1coc(CN2CCN(Cc3ccccc3)CC2)cc1=O	1	6	-9	-16	-2	0.94	-2	1.2
CCCCN(C(=O)CN1C(=O)C2CC=CCC2C1=O)c1c(N)n(CCC)c(=O)[nH]c1=O (stereo not given)	-10	-9	-1	-4	-5	1.1	3	1
COC(=O)CCN(C)CCC(=O)OC	2	2	-9	6	-5	0.98	-5	0.94
Cc1ccccc1C(=O)Nc1ccc(S(=O)(=O)N2CCOCC2)cc1	17	4	-2	11	-2	0.96	-4	0.89
Cc1ccc2nc(-c3ccccn3)cc(C(=O)Nc3ccc(S(=O)(=O)N4CCOCC4)cc3)c2c1	-15	16	2	-4	12	0.84	-3	1
COC(=O)c1ccc2c(=O)[nH]c(CSc3nc(-c4ccc(F)cc4)cs3)nc2c1	-4	10	-10	10	-3	0.9	-2	0.9
COc1ccccc1OCC(=O)NCCSCc1ccccc1Cl	14	-10	-4	-3	-1	1.1	1	1
CCN(CC)S(=O)(=O)c1cccc(NC(=O)COC(=O)/C=C/c2cccs2)c1	-2	-2	-3	-6	-13	1	0	1.1
COc1ccccc1NCC(=O)NC(=O)NC1CCCCC1	-1	-5	2	4	1	1.1	0	0.96
